Compound activity as filed in PubChem BioAssay.
mHTT CaM bind – mHTT-calmodulin interaction abrogation. AID 1671202. inhibition, % at 15 µM. AlphaScreen His-mHTT/GST-CaM binding, luminescence. actives 3.6% (n = 190,000);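 note: 0% = both proteins with DMSO and 100% = one protein alone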
Pf apPOL block – Pf-apPOL DNA polymerase inhibition. Recombinant Pf-apPOL, molecular beacon fluorescence, 1.5 h. inhibition, % at 10 µM. AID 1794808. actives 0.25% (n = 210,000)
* hit, by the source's call; x = not tested or not shown; & = joins results of further samples. Cut-off read from the data, not from the text of the source: active = inhibition above about 50%; inactive = the rest. Not all compounds are listed. The share of hits here may be higher or lower than overall.

SMILES	mHTT CaM bind	Pf apPOL block
O=c1[nH]nc2c(-c3ccccc3)c(-c3ccccc3)c(-c3ccccc3)nn12	x	-3
O=C(Nc1ccccc1C(=O)Nc1ccc(O)cc1)c1ccccc1	14	-8
CSc1nc(-c2ccccc2)cc(-c2ccco2)c1C#N	-16	3
COc1cccc(C(=O)N(CCn2nc(C)cc2C)c2nc3ccccc3s2)c1OC	39	-2
COc1ccc2c(c1)-c1c(ssc1=S)C(C)(C)N2	88*	x
CC(NC(=O)C1CCN(c2nccn3nc(-c4cccs4)cc23)CC1)c1ccccc1 (stereo unspecified)	59*	0
Cc1ccccc1CSCCNS(=O)(=O)c1ccccc1[N+](=O)[O-]	21	-1
O=C(O)CCCC[C@@H]1CCSS1	x	-4
COc1nn(C)cc1C(=O)Nc1nc2ccc3nc(SC)sc3c2s1	1	-4
Cc1nc2ccc(NC(=O)N3CCCCC3)cc2nc1C	3	-1
Cc1ccc(-n2cc(C(=O)NC3CCCC3)nn2)cc1	-4	2
CCc1ccccc1NC(=O)C1CC(c2ccc(OC)c(OC)c2)=NO1 (stereo unspecified)	13	-3
COc1ccc(Nc2ccc3c(=O)c(-c4ccc(OC)cc4)coc3c2)cc1	-5	0
CCCN1CCn2cc(C(=O)NCc3cccc(OC)c3)nc2C1	4	-5
COc1ccc(Cl)cc1NC(=O)N1CCOc2ccc(C)cc21	-6	-2
CCCCc1ccc(NC(=O)NC(=O)c2ccccc2Cl)c(C)c1	x	-3
COc1ccc(CNC(=O)C2CCCN(c3nc4nc[nH]c(=O)c4s3)C2)cc1OC (stereo unspecified)	-3	-1
Cc1nc(SCC(=O)Nc2ccc(I)cc2)c(C#N)c(C)c1C	0	8
CC(C)(C)n1cnc2cc(NCc3cccs3)ccc21	9	-1
C=CCN(c1ccccc1)S(=O)(=O)c1cc(Br)cc2c1N(C(=O)C1CC1)CC2	-1	-4
CCOc1ccc(NC(=O)C(=O)NCCN2CCN(S(=O)(=O)c3ccccc3)CC2)cc1	6	0
Cc1ccc(OCc2noc(-c3cccc(F)c3)n2)cc1	-44	-3
COc1ccccc1CN1CCN(S(=O)(=O)c2ccc([N+](=O)[O-])cc2)CC1	20	-35
COc1cc(NC(=O)/C=C/c2ccccc2)c2ncccc2c1	-24	0
COc1ccc(Br)cc1CN1C(=O)CCC1(C)C(=O)NC1CCCCCCC1 (stereo unspecified)	11	-9
COc1ccc(C2CCCN2C(=O)NCc2cccc(OC)c2)cc1 (stereo unspecified)	-6	-2
COc1ccc(NC(=O)CCCc2ccccc2)c(OC)c1	-9	2
CC(=O)Nc1cccc(NC(=O)c2c(F)c(F)c(F)c(F)c2F)c1	-8	-5
O=C(c1ccc(C(=O)N2CCN(c3ccccc3)CC2)s1)N1CCN(c2ccccc2)CC1	-3	2
NC(N)=NN=Cc1ccc(Cl)c(Cl)c1	x	-11
O=C1C(=Cc2ccc3c(c2)OCO3)Oc2c1ccc1c2CN(Cc2ccco2)CO1	39	-19
O=[N+]([O-])c1cccc(NC2OC(CO)C(O)C2O)c1 (stereo unspecified)	10&13	-5
CCC(C)OC(=O)C1=C(C)NC2=C(C(=O)C(C(=O)OC)C(C)C2)C1c1ccc(C)c([N+](=O)[O-])c1 (stereo unspecified)	31	-4
CCc1ccc(NC(=O)c2ccc3c(c2)nc2n3CCN(C(C)C)C2=O)cc1	-3	-2
O=C(Oc1ccccc1-c1nnco1)c1ccc(Cl)cc1	x	-6
CCCCOc1ccc(N2C(=O)CC(N3CCSCC3)C2=O)cc1 (stereo unspecified)	4	-6
COc1cccc(CNC(=O)c2cn3c(n2)CN(CC(C)C)CC3)c1	4	1
Cc1ccccc1C1CCCN1C(=O)c1cnn2cc(Br)cnc12 (stereo unspecified)	4	-3
O=C(CSc1nc2c(c(=O)n1-c1ccc(Cl)cc1)SCC2)NCc1ccccc1	-3	-2
CCC(C)NC(=O)CN1C(=O)NC2(CCCCC2)C1=O (stereo unspecified)	-1	0

The list goes on, starting with the last four of the part before.
SMILES	mHTT CaM bind	Pf apPOL block
COc1cccc(CNC(=O)c2cn3c(n2)CN(CC(C)C)CC3)c1	4	1
Cc1ccccc1C1CCCN1C(=O)c1cnn2cc(Br)cnc12 (stereo unspecified)	4	-3
O=C(CSc1nc2c(c(=O)n1-c1ccc(Cl)cc1)SCC2)NCc1ccccc1	-3	-2
CCC(C)NC(=O)CN1C(=O)NC2(CCCCC2)C1=O (stereo unspecified)	-1	0
Cc1ccc(C(=O)N2CCc3nc(C)ncc3C2)c(C)c1	7	1
COc1ccc(NC(=O)C2CN(S(=O)(=O)C3CC3)CC23CCCCC3)c(OC)c1 (stereo unspecified)	6	3
CC(=O)Nc1ccc(S(=O)(=O)Nc2ccc(Cc3ccncc3)cc2)cc1	3	2
Cc1nc(SCC(=O)Nc2ccc(Br)cc2)c(C#N)c2c1CCCC2	-6	0
Cn1cccc1C(=O)N1CCC(Oc2cc(N3CCOCC3)ncn2)C1 (stereo unspecified)	-6	-3
CCc1ccc(NC(=O)N2CCc3cn(CC)c4cccc(c34)C2)cc1	1	-5
CCn1nccc1C(=O)N1CCC(n2c(-c3ccc(OC)cc3)nc3cccnc32)C1 (stereo unspecified)	4	1
CCCC(=O)Nc1ccc(NC(=O)c2ccc(Br)cc2)cc1	2	-8
O=C1c2ccc(Oc3ccc4c(c3)C(=O)N(c3cccnc3)C4=O)cc2C(=O)N1c1cccnc1	0	1
CC(=O)NCCc1csc(C2CCCN(C(=O)c3cccs3)C2)n1 (stereo unspecified)	6	0
N#Cc1c(NC(=O)CN2C(=O)c3ccccc3C2=O)oc(-c2ccccc2)c1-c1ccccc1	1	7
CCC(C)NC(=O)c1oc2ccc(S(=O)(=O)N3CCC4(CC3)OCCO4)cc2c1C (stereo unspecified)	24	-7
O=C1Nc2ccc(Cl)cc2[C@@](C#CC2CC2)(C(F)(F)F)O1	x	-3
COc1ccc(C(=O)N2CCc3nc4cc[nH]n4c(=O)c3C2)c(C)c1	-6	-4
COC(=O)C1CN(CCc2ccccc2)CCS(=O)(=O)N1Cc1ccccc1 (stereo unspecified)	12	-3
Cc1cccc(OCc2nc(-c3cccc(-c4ccnn4C)c3)no2)c1	-14	-1
Cc1sc(-c2c(C#N)c(N)nc3c2CCCC3)cc1[N+](=O)[O-]	2	2
O=C(c1ccccc1)c1ccc(OC(=O)N2CCOCC2)cc1	-6	-4
CC(C)c1ccccc1NC(=O)c1sc2ccccc2c1Cl	-15	5
CCOC(=O)c1ccc2nc(NC(=O)Cn3c(=O)oc4ccccc43)sc2c1	20	-1
COc1ccc(-n2c3nc(=O)[nH]c(=O)c-3cc3cc([N+](=O)[O-])ccc32)cc1	8	0
CCOc1cc(C(=O)Nc2ccc(C)cn2)cc(OCC)c1OCC	9	11
CCC1CN(C(=O)Nc2ccccc2C)c2ccccc2O1 (stereo unspecified)	-14	1
Cc1ccc(-c2cc(=O)c3cc(Cl)ccc3[nH]2)cc1	0	5
COc1cc(C(=O)Oc2ccc3c(c2)OC(=Cc2ccccc2)C3=O)cc(OC)c1OC	4	-3
COc1ccc(-c2ccc(=O)n(CCNC(=O)c3ccno3)n2)cc1	0	4
O=C(Nc1nc2ccccc2s1)C1CC(=O)N(CCc2c[nH]c3ccc(Cl)cc23)C1 (stereo unspecified)	100*	-2
Cc1ccccc1CC(=O)N1CCN(c2nc(CN3CCCCC3)cs2)CC1	0	-6
COc1ccc(OCC(=O)N2CCN(c3nc(CN4CCOCC4)cs3)CC2)cc1	-1	-7
CCOc1ccc(C(=O)Nc2cc(-c3nc4ccccc4o3)ccc2OC)cc1[N+](=O)[O-]	-2	-4
COc1cc(CN(C)C(c2ccccc2)c2nnnn2-c2ccccc2C)cc2c1OCO2 (stereo unspecified)	0	0
CCOc1ccc(NC(=O)N2CCc3cn(C)c4cccc(c34)C2)cc1	26	-5
Cc1ccc(CN[C@H]2CCC23CCCCC3)cc1	-1	-3
O=C(CSc1nnc2c(n1)[nH]c1ccccc12)Nc1ccc(Cl)cc1	4	16
CCSc1nnc(-c2nn(C)c3c2CN(C(=O)CC(C)C)CC3)n1C	-11	-4
COc1ccc(OCCCNC(C)c2ccccc2)cc1 (stereo unspecified)	0	-1
O=C(C1CCN(c2cc(N3CCOCC3)ncn2)CC1)N1CCN(c2ccccc2)CC1	4	-9
COCCNC(=O)Cc1cccn1-c1ccc(C)cc1	24	-6
Cc1ccc(S(=O)(=O)c2nc(C)oc2N(C)C)cc1	4	6
O=c1[nH]c(=O)n(-c2ccc(Cl)cc2)c(O)c1C=NC(CO)(CO)CO	1	-1

Next part, starting with the last two of the part before.
SMILES	mHTT CaM bind	Pf apPOL block
Cc1ccc(S(=O)(=O)c2nc(C)oc2N(C)C)cc1	4	6
O=c1[nH]c(=O)n(-c2ccc(Cl)cc2)c(O)c1C=NC(CO)(CO)CO	1	-1
COc1ccc(CC(=O)Nc2ccc(Cl)c(-c3nc4ccccc4[nH]3)c2)cc1OC	16	-4
COc1cc(OC)cc(C(=O)Nc2c3c(nn2-c2ccc(C)cc2C)CSC3)c1	1	-3
COc1ccc(C2C3=C(CC(C)(C)CC3=O)NC3=C2C(=O)CC(C)(C)C3)c(OC)c1	5	1
CC(=O)N1CC(C(=O)N2CCOCC2)C(c2ccccc2)C1 (stereo unspecified)	-5	-2
CCn1ccc(C(=O)N2CCCn3nc(-c4ccc(OC)cc4)cc3C2)n1	16	0
O=C1CC(NCCc2ccccc2)C(=O)N1c1ccc(Br)cc1 (stereo unspecified)	1	-5
CC(=O)COc1ccc2c(-c3cc4ccccc4oc3=O)cc(=O)oc2c1	11	-10
Cc1ccc(NC(=O)Nc2ccc3nnc(C(C)C)n3c2)cc1Cl	-4	2
O=C(Nc1ccccc1-c1ccccc1NC(=O)c1ccc(F)cc1)c1ccc(F)cc1	7	-9
Cc1nn(-c2nc3ccccc3s2)c2c1C(c1ccccc1F)CC(=O)N2 (stereo unspecified)	-2	-6
CC(C)n1cnc2ccc(-c3noc(-c4cccs4)n3)cc21	23	-6
O=C(c1ccccc1NS(=O)(=O)c1cccc2nsnc12)N1CCOCC1	-1	1
CCSc1ccsc1C1C(C#N)=C(N)N(c2cccnc2)C2=C1C(=O)CCC2 (stereo unspecified)	33	-1
Cc1ccc(OCCCNC(C)(C)C)cc1	-9	5
COCCN=C1Nc2ncccc2NC12CCN(C(=O)COc1cccc(Cl)c1)CC2	15	-6
Cc1cccc(N(C)S(=O)(=O)c2ccc3[nH]cc(C(=O)N(C)Cc4ccccc4)c(=O)c3c2)c1	37	-5

Single values from the entries so far.
Reading of O=C1CC(NCCc2ccccc2)C(=O)N1c1ccc(Br)cc1 (stereo unspecified) in mHTT CaM bind: 1
Reading of Cc1nn(-c2nc3ccccc3s2)c2c1C(c1ccccc1F)CC(=O)N2 (stereo unspecified) in mHTT CaM bind: -2
Reading of Cc1ccc(NC(=O)Nc2ccc3nnc(C(C)C)n3c2)cc1Cl in mHTT CaM bind: -4
Reading of CC(C)n1cnc2ccc(-c3noc(-c4cccs4)n3)cc21 in mHTT CaM bind: 23
Reading of CCn1ccc(C(=O)N2CCCn3nc(-c4ccc(OC)cc4)cc3C2)n1 in Pf apPOL block: 0
Reading of COCCN=C1Nc2ncccc2NC12CCN(C(=O)COc1cccc(Cl)c1)CC2 in mHTT CaM bind: 15

Some of the entries so far, with values under each structure.
Values run as follows: mHTT CaM bind | Pf apPOL block
Cc1ccc(NC(=O)Nc2ccc3nnc(C(C)C)n3c2)cc1Cl
  -4 | 2
COc1ccc(C2C3=C(CC(C)(C)CC3=O)NC3=C2C(=O)CC(C)(C)C3)c(OC)c1
  5 | 1
O=C(c1ccccc1NS(=O)(=O)c1cccc2nsnc12)N1CCOCC1
  -1 | 1
COc1cc(OC)cc(C(=O)Nc2c3c(nn2-c2ccc(C)cc2C)CSC3)c1
  1 | -3
Cc1ccc(OCCCNC(C)(C)C)cc1
  -9 | 5
